5HT1E ag – agonists of human 5-HT1E serotonin receptor; hit rate 0.69% among 65,000; AID 574; CHO 5-HT1E Ga15 NFAT-bla reporter, FRET; 0% DMSO wells, 100% control agonist wells; activation, % at 6 µM; P28566;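 active = activation above a set limit, the screen-wide mean activation plus 3 SD, cut at about 8.5% in these data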;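 note: 100% = positive control agonist at 1 µM giving full maximal response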
D1 mod – allosterically modulates the human D1 dopamine receptor. P21728. HEK293 D1, CRE-luciferase, dopamine EC30 potentiation; actives deviate in either direction. B-score at 10 µM. hit rate 5.9% among 58,000. AID 641;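 active = luminescence count or its row- and column-corrected plate score outside the 99.7% band of the plate's sample wells, on either side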
5HT1E antag – blocks the human 5-HT1E serotonin receptor. P28566. inhibition, % at 6 µM. CHO 5-HT1E Ga15 NFAT-bla reporter, FRET, antagonist. hit rate 0.99% among 65,000;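 active = inhibition above a set limit, the mean inhibition across every tested compound plus 3 SD, cut at about 29% in these data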;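 note: signal is the 460 over 535 nm emission ratio of beta-lactamase substrate; 0% = agonist plus DMSO wells and 100% = wells without agonist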
5HT1a antag – blocks the human serotonin 5-HT1a receptor; P08908; CHO 5-HT1a Ga15 NFAT-bla reporter, antagonist mode; inhibition, % at 10 µM; hit rate 0.68% among 62,000; AID 612;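 active = inhibition above the mean of all tested compounds plus 3 SD, cut at about 43% in these data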;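 note: receptor stimulated by 5-CT agonist at 100 nM near EC80; beta-lactamase reporter measured by ratiometric fluorescence of a cleavable substrate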
Target sequence (P08908 whole entry, looked up): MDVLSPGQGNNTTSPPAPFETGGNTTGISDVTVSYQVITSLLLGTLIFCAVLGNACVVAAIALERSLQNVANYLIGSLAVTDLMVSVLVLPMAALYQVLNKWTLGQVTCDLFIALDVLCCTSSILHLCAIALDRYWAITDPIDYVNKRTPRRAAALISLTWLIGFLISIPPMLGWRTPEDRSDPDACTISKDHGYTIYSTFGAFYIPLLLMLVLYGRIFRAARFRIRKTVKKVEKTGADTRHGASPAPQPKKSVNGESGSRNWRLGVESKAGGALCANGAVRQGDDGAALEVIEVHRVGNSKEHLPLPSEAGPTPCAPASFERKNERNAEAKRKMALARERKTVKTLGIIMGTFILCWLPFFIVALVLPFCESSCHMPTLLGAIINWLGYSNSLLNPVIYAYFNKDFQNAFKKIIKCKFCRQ
S1P1 ag-PAM – agonists and agonism potentiators of human S1P1 receptor | S1P1 CRE-bla cells, forskolin, beta-lactamase FRET, potentiator mode; S1P1 agonist co-added at EC20, 2 nM; 100% = saturating reference agonist, 0% = basal | activation, % at 9.5 µM | hit rate 0.57% among 56,000;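 active = activation above a cutoff set at the mean activation of all tested compounds plus 3 SD, cut at about 54% in these data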;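 note: forskolin at 4 µM as EC80 and the EC20 agonist is SEW2871; 100% = SEW2871 at its EC100 plus forskolin at EC80; some compounds past the cut are filed as inactive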
Target sequence (P21453 whole entry, looked up): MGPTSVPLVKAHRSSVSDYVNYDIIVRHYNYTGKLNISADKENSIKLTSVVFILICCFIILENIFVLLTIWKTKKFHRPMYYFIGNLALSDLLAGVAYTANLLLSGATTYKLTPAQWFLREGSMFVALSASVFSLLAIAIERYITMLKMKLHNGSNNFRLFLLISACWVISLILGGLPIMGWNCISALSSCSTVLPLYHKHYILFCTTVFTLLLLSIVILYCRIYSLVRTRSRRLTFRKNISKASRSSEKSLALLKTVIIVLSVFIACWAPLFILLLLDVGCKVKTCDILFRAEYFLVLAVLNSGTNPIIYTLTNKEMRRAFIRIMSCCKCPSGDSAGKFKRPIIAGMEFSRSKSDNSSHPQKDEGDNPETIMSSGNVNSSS
S1P3 agonist – activates the human S1P3 receptor | Q99500 | S1P3 NFAT-BLA reporter cells, agonism, FRET ratio; relative to 1 µM S1P, basal subtracted | activation, % at 4.5 µM | hit rate 0.1% among 60,000 | AID 373;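 active = activation above the screen-wide mean plus 3 SD, cut at about 4.5% in these data, passing the limit was not always enough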; note: some compounds called inactive have numbers as strong as hits
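Assay system: CHO cells stably expressing human S1P3, Gα16 and NFAT-β-lactamase reporter. Timing: overnight plating, 4 h compound 37 °C, 2 h substrate RT. Signal: β-lactamase FRET emission ratio 460/535 nm. Measure: percent activation versus median 1 µM S1P response, basal-subtracted, per plate. Repeats: primary screen single test, confirmation screen in triplicate.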
5HT1a ag – 5-HT1a (human) receptor agonism; P08908; CHO 5-HT1a Ga15 NFAT-bla reporter, FRET ratio; 0% basal, 100% maximal reference agonist; activation, % at 10 µM; hit rate 0.56% among 65,000; AID 567;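 active = activation above the screen-wide mean activation plus 3 SD, cut at about 19% in these data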;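 note: 0% = DMSO wells and 100% = 5-CT at EC100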
Jurkat tox 60K – cytotoxic compounds reducing Jurkat cell viability. Jurkat E6.1 viability, ATP luminescence, 48 h. inhibition, % at 4 µM. hit rate 1.2% among 56,000;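 active = inhibition above the mean inhibition of all tested compounds plus 3 SD, cut at about 28% in these data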
HEK293 NFkB inh – lowers PMA/ionomycin-induced NF-kB signal in HEK293 cells; HEK-293 NF-kB luciferase reporter, luminescence; inhibition, % at 3 µM; hit rate 0.21% among 62,000; AID 465;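 active = inhibition above the mean of all tested compounds plus 3 SD, cut at about 40% in these data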;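 note: 0% = stimulated DMSO wells and 100% = 10 µM reference inhibitor 5653914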
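Reagent: PMA plus ionomycin mix as NF-kB-activating stimulus. Assay system: NF-kB luciferase reporter HEK-293 cells. Technique: luminescence from luciferase substrate reagent. Incubation: 1 h compound pre-incubation, 16 h PMA/ionomycin at 37 °C. Benchmarks: DMSO only as uninhibited control, 10 µM reference inhibitor as full inhibition. Repeats: tested once.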
* hit, by the source's call; . = no result given.

molecule	5HT1E ag	5HT1a ag	HEK293 NFkB inh	Jurkat tox 60K	D1 mod	S1P1 ag-PAM	S1P3 agonist	5HT1E antag	5HT1a antag
Cc1ccc2c3c1C1(C(=O)N3C(C)(C)CC2C)C(C#N)=C(N)Oc2cc(O)ccc21 (stereo not drawn)	0.3	-0.6	2	-6	-1.6	-33	-2.1	-6	28
COC(=O)c1nc2n(n1)C(c1ccc(OC)c(OC)c1OC)C1=C(CCCC1=O)N2 (stereo not drawn)	-0.2	-3.6	4	5	-0.79	-48	1.1	-15	-12
COc1ccccc1CNC(=O)C1COc2ccccc2O1 (stereo not drawn)	-0.3	1.6	-10	-7	0.045	-4	1.3	-1	5
O=C(Nc1ccccc1)N1CCC(C(=O)N2CCN(S(=O)(=O)c3cccc(F)c3)CC2)CC1	0.9	-1.7	9	.	.	.	.	-12	-26
CN(CCOC(=O)c1cccc(Br)c1)C(C)(C)C	-0.6	-2.8	.	.	.	-18	-1.9	3	.
O=C(NCc1ccco1)c1ccc(N2CCCC2=O)cc1	-1.1	-4.0	8	-4	0.011	-21	-0.6	-3	8
COc1ccccc1C(=O)Nc1cccc(-c2cn3ccsc3n2)c1	-1.4	0.3	1	9	-1.4	16	-1.6	16	15
CCC(C)(C)n1nnnc1C(c1cccnc1)N1CCCc2ccccc21 (stereo not drawn)	0.0	-2.4	3	-1	-0.14	5	-0.8	5	20
Cc1cc(Nc2cc(C(=O)O)ccc2C)n2ncnc2n1	-0.1	-4.2	21	8	-0.54	-20	-1.5	-5	6
CCCCNC(=O)c1cc2c(=O)n3cccc(C)c3nc2n(CCN2CCOCC2)c1=N	2.2	1.9	4	10	-0.81	-1	-1.2	-9	0
Fc1ccc(-c2nnc3ccc(N4CCCC4)nn23)cc1	0.1	-1.4	12	5	8.3*	-22	0.0	6	-26
Cc1ccc(C(=O)CSc2nnc(CNc3ccc(C)cc3C)o2)cc1	0.2	-0.8	8	0	0.25	26	-1.2	-7	4
CS(=O)(=O)N1CCC(C(=O)NCc2ccncc2)CC1	-1.3	-2.8	22	-2	-0.015	-17	-0.4	0	-9
O=C(Cn1c(NCCO)nc2ccccc21)c1ccc(Cl)cc1	-0.3	-2.9	4	-7	2.2	-2	0.0	-7	10
CS(=O)(=O)N1CCCC(C(=O)NCc2ccccc2Cl)C1 (stereo not drawn)	-0.4	-4.2	15	2	-0.88	-24	0.9	-5	-19
COC(=O)Nc1nnc(Cc2ccc(OC)cc2)s1	0.3	0.7	13	-6	0.78	-6	-0.4	-1	10
O=C(NCc1cccs1)C1CCCN1C(=O)Nc1ccccc1 (stereo not drawn)	0.1	-3.5	-6	-6	-0.36	13	-1.1	5	-2
CCC1(C(=O)OC)NC(c2ccccc2OC)C2C(=O)N(C)C(=O)C21 (stereo not drawn)	-0.4	1.1	9	-10	-0.62	-5	0.1	-6	-14
CCOC(=O)CCCCC(=O)c1[nH]c(=O)[nH]c1CSc1nc(C)cc(=O)[nH]1	0.4	-2.6	15	-5	0.097	6	-0.9	3	-2
CCOc1ccc(Cn2nnc(C(=O)NCc3ccc(OC)cc3)c2N)cc1	-0.1	-0.5	6	-4	0.27	-9	-0.8	-12	5
O=C(COc1ccccc1)NCC(=O)NC1=NCCS1	0.3	-0.7	2	0	0.13	7	1.1	4	-5
CCN(CC)S(=O)(=O)c1ccc2c(c1)c(=O)c(C(=O)N1CCc3ccccc3C1)cn2C	-0.3	-0.8	9	2	1.4	-4	-0.7	1	-9
COc1ccccc1N1CCN(Cc2ccsc2)CC1	21*	40*	12	-8	0.13	-8	0.0	0	29
Cn1cc(SCC(=O)Nc2ccc3c(c2)OCO3)c2ccccc21	0.7	-3.1	11	-6	-0.7	-4	-0.9	-3	15
O=C(Nc1ccccc1C(=O)N1CCN(c2ccccc2)CC1)c1ccco1	-0.1	-1.1	-4	0	-0.65	-10	0.6	-4	-1
COc1ccc(CCNc2nc(=O)[nH]nc2C)cc1OC	-0.7	-0.4	18	0	1.2	-34	-0.3	6	-4
O=c1c2ccccc2n2cnnc2n1-c1ccccc1	-0.3	-1.4	30	0	0.16	-6	-1.0	0	-1
Cc1nc2ccccc2c2oc(C(=O)N3CCc4ccccc43)cc12	0.8	-1.1	17	1	0.093	-50	-0.3	1	-12
O=C(CN(C(=O)CCNC(=O)c1ccco1)c1ccccc1)NC1CCCC1	-1.1	12	4	2	0.3	35	-0.8	8	4
N#Cc1cn(CC(=O)O)c2ccccc12	0.3	-1.2	8	8	-0.8	-11	-0.4	2	8
CN(C)CCOC(=O)Cc1ccc(Cl)cc1	-1.1	1.6	.	.	.	6	-5.6	3	.
CCC(=NC(C)c1ccccc1)c1c(O)n(C)c(=O)n(C)c1=O (stereo not drawn)	0.0	1.5	9	54*	-1.3	82	-1.9	17	-14
O=c1c2ccccc2sc2nc(C3CCCCC3)n(Cc3ccco3)c(=O)c12	1.2	0.3	4	-10	3.3	-9	1.2	-10	10
Cc1cc(C)n2c(SCC(=O)N(C)C3CCS(=O)(=O)C3)nnc2n1 (stereo not drawn)	0.2	-1.2	16	-3	-0.2	-14	-0.4	-3	-4
CCOC(=O)c1nnn(-c2nonc2N)c1CN1CCc2ccccc2C1	0.3	0.9	9	-8	0.22	10	0.1	12	15
CCOC(=O)CSc1nnc(-c2ccco2)n1-c1ccccc1	0.2	-2.6	16	-2	0.59	1	0.1	5	8
CC(=O)Nc1c(-c2ccccc2)nc2ncccn12	0.1	-3.1	4	-5	0.53	-25	0.6	-1	-2
CCN1CCN(c2cc(C)c3cc(NC(=O)c4cncc(Br)c4)ccc3n2)CC1	0.9	-1.0	13	.	-1.8	.	.	10	3
O=C(CCC1N=C2c3ccccc3N=C(SCc3cccc(Cl)c3)N2C1=O)NCc1ccco1 (stereo not drawn)	0.3	0.9	15	2	-0.1	-5	-0.1	-5	-6
N#Cc1cccc(C(c2nnnn2Cc2ccccc2)N2CCCC2)c1 (stereo not drawn)	0.0	0.9	-1	0	-0.75	0	-0.8	-3	-1
CC(=O)NC(CCS(C)(=O)=O)C(=O)Nc1cccc(C)c1C (stereo not drawn)	1.1	-0.4	2	-4	0.085	-10	-0.2	-2	-20
COC(=O)COc1nsnc1N1CCOCC1	-1.0	-1.1	-7	-5	2.3*	4	0.2	-6	-7
CCOc1ccccc1N(CC(=O)Nc1ccc2c(c1)OCCO2)S(C)(=O)=O	-1.4	-1.6	17	10	0.082	6	-0.9	23	0
COc1ccc(N2CCN(C(=O)CSc3ncccc3-c3nc4ccccc4[nH]3)CC2)cc1	0.2	-1.6	10	0	-0.46	-28	-0.5	-8	-10
Cc1nc2ccc(S(=O)(=O)NCC(=O)N3CCc4ccccc43)cc2s1	-0.1	-0.3	15	-1	0.9	-5	-0.1	-6	-8

Part of the list above in a different format.
Results follow in this order: 5HT1E ag	5HT1a ag	HEK293 NFkB inh	Jurkat tox 60K	D1 mod	S1P1 ag-PAM	S1P3 agonist	5HT1E antag	5HT1a antag
- CC(=O)NC(CCS(C)(=O)=O)C(=O)Nc1cccc(C)c1C (stereo not drawn)
    1.1	-0.4	2	-4	0.085	-10	-0.2	-2	-20
- N#Cc1cccc(C(c2nnnn2Cc2ccccc2)N2CCCC2)c1 (stereo not drawn)
    0.0	0.9	-1	0	-0.75	0	-0.8	-3	-1
- CCOC(=O)c1nnn(-c2nonc2N)c1CN1CCc2ccccc2C1
    0.3	0.9	9	-8	0.22	10	0.1	12	15
- CCOC(=O)CSc1nnc(-c2ccco2)n1-c1ccccc1
    0.2	-2.6	16	-2	0.59	1	0.1	5	8
- CCC(=NC(C)c1ccccc1)c1c(O)n(C)c(=O)n(C)c1=O (stereo not drawn)
    0.0	1.5	9	54*	-1.3	82	-1.9	17	-14
- CN(C)CCOC(=O)Cc1ccc(Cl)cc1
    -1.1	1.6	.	.	.	6	-5.6	3	.
- CCN1CCN(c2cc(C)c3cc(NC(=O)c4cncc(Br)c4)ccc3n2)CC1
    0.9	-1.0	13	.	-1.8	.	.	10	3

Remaining list, next part.
molecule	5HT1E ag	5HT1a ag	HEK293 NFkB inh	Jurkat tox 60K	D1 mod	S1P1 ag-PAM	S1P3 agonist	5HT1E antag	5HT1a antag
Cc1ccc(Nc2nc(N)nc(CN3CCN(c4ccccc4)CC3)n2)cc1Cl	0.6	-5.7	9	2	0.12	33	-1.6	6	-13
O=C(NCc1ccc(F)cc1)C1CCC(=O)N1C1CCCCC1 (stereo not drawn)	1.3	18	3	-2	-0.64	11	-0.7	-1	3
COC(=O)c1ccc(NC(=O)C2CCCN(S(=O)(=O)c3cnc[nH]3)C2)cc1 (stereo not drawn)	0.8	-2.1	7	-1	0.019	-29	-1.1	1	0
CCCn1nnnc1SCC(=O)N(C(C)C)C(C)C	-0.6	-1.9	16	9	.	24	-0.2	7	-8
COc1ccc(OC)c(C(=O)CSc2nc3c(c(=O)n(C)c(=O)n3C)n2C(C)C)c1	0.1	-1.1	14	2	6.1*	-28	-1.2	-2	3
CN(C)CCN1C(=O)C(O)=C(C(=O)c2ccco2)C1c1ccccc1F (stereo not drawn)	-0.1	2.8	16	1	0.025	.	-0.5	-14	-7

Rows are unselected; any-hit rate near 8.3%.
